# Bioassay records: PubChem, several laboratories
# GSK3A inh: human GSK-3 alpha kinase inhibition | P49840 | ADP-Glo luminescence, 60 min | inhibition, % at 10 µM | hit rate 0.1% among 320,000 | AID 2650;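 in the data active means inhibition above about 50%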;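 further: GST-tagged GSK-3 alpha with peptide substrate and 25 µM ATP; 0% = DMSO neutral wells and 100% = GW8510 positive control wells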
# Target sequence (P49840 whole entry, looked up): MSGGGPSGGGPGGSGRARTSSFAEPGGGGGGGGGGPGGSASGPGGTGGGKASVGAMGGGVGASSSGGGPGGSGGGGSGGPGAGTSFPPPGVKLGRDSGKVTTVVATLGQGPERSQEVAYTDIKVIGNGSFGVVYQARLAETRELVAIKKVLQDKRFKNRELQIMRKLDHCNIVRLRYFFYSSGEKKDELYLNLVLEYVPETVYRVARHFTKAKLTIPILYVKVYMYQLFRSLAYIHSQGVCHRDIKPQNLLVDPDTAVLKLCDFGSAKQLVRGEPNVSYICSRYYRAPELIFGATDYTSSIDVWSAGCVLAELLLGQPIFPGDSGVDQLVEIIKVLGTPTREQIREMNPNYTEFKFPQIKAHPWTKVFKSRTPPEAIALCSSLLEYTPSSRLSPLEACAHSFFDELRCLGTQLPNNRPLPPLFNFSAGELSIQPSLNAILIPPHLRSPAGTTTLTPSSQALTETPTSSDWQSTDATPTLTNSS
# GSK3beta inhib: human GSK3beta kinase inhibition; P49841; GST-GSK3beta kinase, ADP-Glo luminescence, 60 min; stronger effect = lower value; activity score (negative = inhibition), % at 10 µM; hit rate 0.038% among 300,000; AID 2097;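 active means more than half of replicate wells score below -50%, meaning over 50% inhibition versus plate controls; inconclusive means some replicates but at most half score below -50%; inactive means no replicate scores below -50%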;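 further: 0% = median DMSO wells and -100% = median GW8510 positive control wells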
# Target sequence (P49841 whole entry, looked up): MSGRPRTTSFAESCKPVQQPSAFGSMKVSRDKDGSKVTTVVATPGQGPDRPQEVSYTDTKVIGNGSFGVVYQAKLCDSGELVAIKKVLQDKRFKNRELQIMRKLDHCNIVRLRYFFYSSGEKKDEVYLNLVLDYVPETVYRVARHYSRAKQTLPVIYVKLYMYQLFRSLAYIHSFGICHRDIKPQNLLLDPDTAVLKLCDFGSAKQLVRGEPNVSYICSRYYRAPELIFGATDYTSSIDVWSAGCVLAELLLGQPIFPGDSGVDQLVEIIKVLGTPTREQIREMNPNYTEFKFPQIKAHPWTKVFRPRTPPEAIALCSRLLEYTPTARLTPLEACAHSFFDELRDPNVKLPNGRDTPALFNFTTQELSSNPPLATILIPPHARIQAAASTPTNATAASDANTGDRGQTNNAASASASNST
#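 test system = GST-tagged human GSK3beta kinase, cell-free | reagent = 25 µM ATP with peptide substrate | dosing = one dose of 10 µM per compound | schedule = 60 min reaction, RT | detection = luminescent ADP-Glo measurement of ADP formed | control set = DMSO neutral wells and GW8510 at 20 µM as positive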
# KLF5 inh: suppresses KLF5 promoter-driven expression | DLD-1 KLF5 promoter-luciferase reporter, luminescence | inhibition, % at 5 µM | hit rate 0.23% among 290,000;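 active means inhibition above a per-plate limit of that plate's mean compound inhibition plus 3 SD, cut at about 60% in these data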;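 further: 0% = DMSO wells and 100% = LY294002 at 200 µM; higher means less KLF5 promoter-driven luciferase light; inactives centre near -14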
# HSF1 activator: increases HSF-1 driven luciferase reporter signal. NIH3T3-HGL HSF-1 luciferase reporter, MG132, 8 h; 100% = twice DMSO control signal. activation, % at 9 µM. hit rate 1.7% among 300,000. AID 504408;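 active means mean replicate activation of at least 50% with a set share of replicates each reaching 50%; inconclusive means only one of those two conditions met; inactive means mean below 50% and too few replicates reaching it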;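 further: 0% = median of the neutral control wells and 100% = twice that signal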
# HSP90 inh: blocks HSP90-mediated luciferase refolding in reticulocyte lysate | Rabbit reticulocyte lysate, luciferase refolding luminescence, 3 h | inhibition, % at 5.6 µM | hit rate 0.91% among 290,000 | AID 1789;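 active means inhibition above the screen-wide mean plus 3 SD, computed separately per campaign, cut at about 16% in these data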;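 further: 0% = DMSO wells and 100% = 60 µM geldanamycin wells; inhibitors lower the luminescence because luciferase stays unfolded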
# Dyrk1A ADPGlo: Dyrk1A (rat) kinase inhibition; Q63470; ADP-Glo luminescence, NFATc1 peptide; inhibition, % at 12.5 µM; hit rate 0.43% among 310,000; AID 504441; in the data active means inhibition above about 50%;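 further: plate controls were vehicle with enzyme for no effect and no enzyme for full effect; many of its hits are not listed in these tables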
# aSyn 5UTR inh: MLPCN primary screen, SNCA 5' untranslated region; alpha-synuclein 5'UTR reporter, inhibitor activity; inhibition, % (tested at 7.5 µM); hit rate 0.82% among 300,000; in the data active means inhibition above about 60%; inconclusive means no clear call, values can overlap the other calls;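 further: H4 neuroglioblastoma cells stably carrying SNCA 5'UTR luciferase fusion; 0% = DMSO wells and 100% = positive control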
# IEC-6 tox: kills IEC-6 intestinal cells in KLF5 counter-screen. IEC-6 cytotoxicity, luminescence viability. inhibition, % at 5 µM. hit rate 0.78% among 290,000; in the data active means inhibition above about 22%;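 further: 0% = plate median of test compound wells and 100% = cytotoxic reference compound wells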
# HSF1 inhib: HSF1 inhibition | hit rate 0.77% among 300,000 | AID 2098 | activity change, negative = inhibition, % at 7.5 µM (by protocol) | NIH3T3-HGL HSE-luciferase, MG132-induced, luminescence 8 h; stronger effect = lower value;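 active means more than half of replicate wells show activity change below -50%, luminescence cut by over half; inconclusive means some wells, but at most half, below -50%; inactive means no replicate well below -50%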;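 further: luciferase reports HSF-1 transcriptional activity via heat shock element; 0% = median of DMSO wells and -100% = zero luminescence signal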
# Platelet DG rel: platelet dense granule release activity; hit rate 0.22% among 300,000; AID 1663; human platelet-rich plasma, SFLLRN dense granule ATP release, luminescence; inhibition, %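 (compounds screened at 7.5 µM in platelet-rich plasma)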;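 active means mean replicate score, as percent of positive control, at or above 50; inconclusive means mean below 50 but at least one replicate at or above 50; inactive means mean and every replicate below 50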
# * marks the source's active call; other numbers are inactive results; ? = inconclusive; . = no result given. These rows are one share of the data, so the mix of outcomes need not match the whole.
SMILES,GSK3A inh,GSK3beta inhib,KLF5 inh,HSF1 activator,HSP90 inh,Dyrk1A ADPGlo,aSyn 5UTR inh,IEC-6 tox,HSF1 inhib,Platelet DG rel
Cc1cccc(Nc2nc(N)c([N+](=O)[O-])c(NCc3ccco3)n2)c1,5,-10,-7,-10,-2,26,55,-6,4,-1
O=C(CSc1n[nH]c(=O)n1-c1ccccc1)Nc1ccccc1C(F)(F)F,0,-2,-3,-13,0,13,-1,3,-6,-3
O=C(Nc1ccccc1Cl)c1cc2ccccc2o/c1=N\O,7,1,-224,72*,2,-2,-121,4,35,-3
O=C(NCCc1ccccc1)C1CCN(C(=O)c2sccc2-n2cccc2)CC1,-3,1,-35,-6,-7,4,0,-2,-5,-1
O=C(Nc1ccncc1)C1CCC(CNS(=O)(=O)c2cccc3nsnc23)CC1 (stereo not drawn),5,-4,-16,2,6,0,17,1,-6,-3
COc1ccc(Oc2cn[nH]c2-c2ccc(OC)cc2O)cc1,1,-2,-27,2,-3,12,8,0,3,-2
CCc1nn2c(=O)cc(COc3ccc(/C=C4\C(=N)N5N=C(CC(C)C)SC5=NC4=O)cc3)nc2s1,-3,-1,-22,-1,1,.,4,-1,0,-2
Cc1nn(CC(=O)N2CCCC2)c(=O)c2nn(-c3ccccc3)c(C)c12,-2,3,-7,12,-5,-4,3,0,-2,9
O=C(CCN1C(=O)/C(=C/c2ccc(Cl)cc2)SC1=S)Nc1ccc(C(=O)O)cc1,-3,-4,-10,22,-2,-5,9,0,-8,23
CC(=O)N(CC1CCCO1)c1nnc(-c2ccccn2)s1 (stereo not drawn),3,1,-66,-1,6,-5,-41,-2,-7,2
CCc1nnc(NC(=O)Cn2nc(-c3ccc(OC)c(OC)c3)ccc2=O)s1,-1,0,-8,-15,-4,4,2,0,-5,2
Cc1c(NC(=O)NCCN2C(=O)C3C4C=CC(C4)C3C2=O)c(=O)n(-c2ccccc2)n1C (stereo not drawn),-1,-1,5,0,4,12,-10,2,1,-5
Cc1c(C(=O)Nc2nnc(C(F)(F)F)s2)oc2ccccc12,-3,0,.,20,.,-3,-236,.,2,1
COC(=O)CCC(NS(=O)(=O)OCC(Cl)(Cl)Cl)c1ccccc1 (stereo not drawn),-2,2,1,14,-3,-1,6,2,-4,-1
COc1ccc(C(=O)CN(C(=O)c2ccc(Cl)cc2)N2C(=O)C3CCCCC3C2=O)cc1 (stereo not drawn),0,1,-22,-7,10,2,-10,2,-2,-6
Cn1nnnc1SCc1ccc(F)cc1,-4,1,-30,17,-1,7,6,4,1,-21
Cc1ccc(NC(=S)N2CCC(NC(=O)c3ccc(F)cc3)CC2)cc1C,0,-1,-35,-1,-1,-13,43,6,-8,-9
CC1CC(C)CN(CCCNC(=O)c2csc3c2CCCCC3)C1 (stereo not drawn),0,-1,-35,-5,0,.,1,3,-4,1
CCc1nc2ccccc2c(NC(=O)CN2CC(C)CC(C)C2)c1C (stereo not drawn),1,-1,8,-4,-3,-3,15,4,1,10
O=C(NCCN1CCN(C(=O)c2cccc([N+](=O)[O-])c2)CC1)C(=O)NCc1ccc(Cl)cc1,-2,1,-17,-3,-1,-5,23,8,-4,10
O=C(C1=C[C@H](C2CCCCC2)C[C@H](OCc2ccc(CO)cc2)O1)N1CCN(Cc2ccc3c(c2)OCO3)CC1,-2,1,6,-19,6,12,40,6,7,-2
CCOc1ccc(C(=O)Nc2c3c(nn2-c2ccc(C)cc2)CS(=O)C3)cc1OCC (stereo not drawn),-1,.,3,.,2,2,.,5,.,.
CCC(C)(O)c1[nH]c2ccc(C(F)(F)F)cc2c1C (stereo not drawn),-1,-5,-49,-3,-3,4,-4,5,3,7
COc1ccccc1NC(=O)c1cc(C)oc1C,-1,1,-13,7,-2,0,1,0,-3,-3
C=CCOCC(O)Cn1c(N2CCCC2)nc2c1c(=O)[nH]c(=O)n2C (stereo not drawn),2,3,5,0,-7,-1,2,3,2,-3
Cc1ccc(C#N)c(SCCN2CCCCC2)n1,-1,1,-12,2,-4,4,-4,-3,-2,0
O=c1nc(-c2ccccc2)c(-c2ccccc2)n[nH]1,-1,-9,-24,0,2,-2,11,3,-3,-2
O=C(COC(=O)c1ccc(O)cc1O)Nc1cc(-c2ccccc2)nn1-c1ccccc1,-2,-2,.,27,.,6,-14,.,4,-7
Cc1csc(SCC(=O)Nc2nc(-c3ccccc3)cs2)n1,-1,3,-81,21,3,5,-80,2,1,?
CCC1(C(=O)c2ccccc2)C(c2cccc([N+](=O)[O-])c2)C1(C(=O)OC)C(=O)OC (stereo not drawn),1,-3,-30,8,1,4,-9,-14,2,3
C/C(=N\OCC(=O)Nn1c(=O)[nH]c2ccccc2c1=O)c1cccs1,0,1,1,-68,-1,-8,-22,-3,-58*,0
Cc1c(C(=O)c2ccccc2)oc2ccc3ccccc3c12,1,-23,-15,28,-3,5,-116,-4,15,-2
CC12CCC(C(=O)Nc3nc4ccc(Br)cc4s3)(OC1=O)C2(C)C (stereo not drawn),-1,0,-32,43,5,82*,-92,12,18,2
CCNC(=O)CCS(=O)(=O)c1ccc2ccccc2c1,-1,-2,-20,7,1,4,2,-1,-4,3
O=S1(=O)CC(NCc2ccccc2)C(Nc2ccc(Cl)cc2)C1 (stereo not drawn),-4,2,-5,16,3,3,15,2,19,-1
COc1cc([C@@H]2c3cc4c(cc3[C@@H](O)[C@H]3COC(=O)[C@H]23)OCO4)cc(OC)c1O[Si](C)(C)C(C)(C)C,-2,3,.,-14,.,2,24,.,-1,2
COc1ccc(/C=N/Nc2nnc(Cc3ccc(OC)c(OC)c3)c(=O)[nH]2)cc1OC,-4,-5,-20,-6,-3,6,36,3,2,5
CCc1ccc(C(=O)Nc2cc3c(cc2Cl)OCCCO3)cc1,-2,0,-98,?,1,-7,-172,6,20,-7
CN1N=C(c2ccc(Cl)cc2)CC(c2ccc(Cl)cc2)C1=O (stereo not drawn),0,0,-21,27,-3,3,-30,5,11,-12
CCSc1nnc(NC(=O)c2ccco2)s1,-2,1,-49,1,1,-1,-46,10,5,-26

# Record cards, as listed above. Screens in order: GSK3A inh, GSK3beta inhib, KLF5 inh, HSF1 activator, HSP90 inh, Dyrk1A ADPGlo, aSyn 5UTR inh, IEC-6 tox, HSF1 inhib, Platelet DG rel
# O=C(C1=C[C@H](C2CCCCC2)C[C@H](OCc2ccc(CO)cc2)O1)N1CCN(Cc2ccc3c(c2)OCO3)CC1 reads -2, 1, 6, -19, 6, 12, 40, 6, 7, -2
# C/C(=N\OCC(=O)Nn1c(=O)[nH]c2ccccc2c1=O)c1cccs1 reads 0, 1, 1, -68, -1, -8, -22, -3, -58*, 0

# (listing goes on)
SMILES,GSK3A inh,GSK3beta inhib,KLF5 inh,HSF1 activator,HSP90 inh,Dyrk1A ADPGlo,aSyn 5UTR inh,IEC-6 tox,HSF1 inhib,Platelet DG rel
COc1ccc(C(=O)C[n+]2cccc3cc(OC)ccc32)cc1,-1,-2,-26,-18,0,.,1,0,3,2
Cc1nnc(NC(=O)c2cc(S(=O)(=O)N3CCCCC3)ccc2Cl)s1,-1,-1,-5,-25,4,-5,-8,7,-7,-1
CC1CCCCC12NC(=O)N(CC(=O)Nc1ccc3[nH]c(=O)[nH]c3c1)C2=O (stereo not drawn),0,0,.,0,.,21,3,.,2,-8
C=Cc1ccc(Cn2c(=O)n(CCCOC)c(=O)c3sccc32)cc1,0,4,-44,5,1,-4,25,-7,7,-3
Cc1cc(=O)oc2cc3c(cc12)OCCO3,.,-2,1,11,1,8,-10,1,0,1
CC(C)(C)C(=O)NC1(C(F)(F)F)N=C2SCCN2C1=O (stereo not drawn),-35,0,-8,27,1,-2,1,0,5,1
COc1ccc2c(c1)CC[C@@H]1[C@@H]2CC[C@]2(C)[C@@H](C(C)=O)C[C@@H]12,-2,1,.,4,.,-2,-38,.,0,0
O=C(CC(=O)Nc1ccc(F)cc1)Nc1ccc(F)cc1,2,-3,-25,26,2,0,-2,-14,-4,0
COC(=O)c1cc(OC)c(OC)cc1NC(=O)c1c(-c2ccccc2Cl)noc1C,0,-1,-9,-15,-2,5,9,-6,11,2
CCOc1ccc2c(c1)C(C)=CC(C)(C)N2S(=O)(=O)c1ccc(C)cc1,.,3,68*,-23,30*,3,103*,90*,-14,-5
CC(C)(C)NC(=O)C(c1ccccc1)N(C(=O)c1csnn1)C1CC1 (stereo not drawn),-3,5,-14,15,-1,-3,2,2,3,0
O=C1CC(c2ccc3c(c2)OCO3)c2cc3c(cc2N1)OCCO3 (stereo not drawn),-2,-4,-6,9,1,3,30,0,-1,6
COC(=O)C1=C(CSc2nc3ccccc3o2)NC(=O)NC1c1cc(C)ccc1C (stereo not drawn),-4,0,-23,10,2,-3,46,3,2,2
COc1ccc(C2/C=C\CN(S(=O)(=O)/C=C/c3ccccc3)[C@H](Cc3ccccc3)C(=O)N2Cc2ccc(F)cc2)cc1 (stereo partly drawn),3,0,.,.,.,.,-15,.,44,-13
NS(=O)(=O)c1ccc(NC(=O)CN2CCCc3ccccc32)cc1,0,0,-15,13,-1,7,13,3,3,2
CCCc1cc(=O)oc2cc(OCC(=O)NCCc3c[nH]c4ccccc34)ccc12,-2,1,-28,12,-3,8,-23,-7,1,6
Cc1cc(Oc2ccc(N)cn2)cc(C)c1Cl,-2,1,6,15,2,-2,14,3,7,5
O=C(Nc1ccc(S(=O)(=O)N2CCOCC2)cc1)c1cc(S(=O)(=O)N2CCOCC2)ccc1Cl,-3,-1,-5,3,-3,-5,-21,-4,-3,-11
COc1ccc(C2CC(=O)c3cnc(N)nc3C2)c(OC)c1 (stereo not drawn),.,1,-19,-12,1,4,3,-2,-4,14
COCCNC(=O)c1cnn2c(C(F)(F)F)cc(-c3ccc4c(c3)OCO4)nc12,-1,1,-41,-9,-2,26,31,-2,-4,1
COc1ccc([C@@H]2[C@@H]3C(=O)N(C(C)(C)C)C(=O)[C@@H]3[C@]3(CC(C)C)C(=O)N(c4cccc(Br)c4)C(=O)N23)cc1,-2,3,-5,10,-2,4,-3,-2,-3,3
COc1ccc(C(=O)NC(=S)NCc2ccccc2)cc1OC,-6,-2,-47,14,-4,2,2,-6,7,-5
COc1ccc(Cc2nnc(NC(=O)Nc3ccc(C)cc3)s2)cc1OC,2,-1,-68,13,-4,1,-57,-15,5,-2
C/C(=N\O)c1ccc(Cl)cc1Cl,-3,1,-24,4,-1,-1,3,-4,-7,5
Cc1cc(C)c(S(=O)(=O)NCc2cccs2)cc1C,2,0,-17,-5,1,-7,5,-2,-3,-4
CCOC(=O)/C(=N\Nc1ccc(Cl)cc1)c1csc(Nc2ccccc2)n1,-1,-1,-9,1,6,0,-33,1,-12,-3
Cc1nn(C)c(C)c1C1C(C#N)=C(N)Oc2n[nH]c(C)c21 (stereo not drawn),0,-1,-5,-5,10,5,6,6,-9,-2
COc1ccc(C(=O)Nc2ccccc2C(=O)N/N=C/c2ccc(O)c(OC)c2)cc1,17,-6,99*,-90,89*,26,37,5,-89*,97*
O=C(NCC1CCCO1)c1ccc(/C=N/O)nc1 (stereo not drawn),-3,0,-28,-1,-2,1,-16,2,1,3
